hIAP activ – human IAP activation; hit rate 0.16% among 330,000; activation factor at 10 µM; purified human IAP, CDP-Star luminescence, 30 min; hits give high values; 1 = vehicle-only enzyme, 0 = enzyme-free background; AID 2524; P09923;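 active = activation factor of the enzyme at least 2-fold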; note: the source names both 10 and 20 µM as test concentration; values of inactives mirror those of a sister screen read the other way
SENP1 inh – blocks the human SENP1 SUMO protease catalytic domain; Q9P0U3; recombinant SENP1 catalytic domain, CyPet-SUMO1-YPet FRET cleavage; inhibition, % at 10 µM; hit rate 0.21% among 360,000;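 active = inhibition at least 30% at 10 µM, raw YFP signal under a set limit, fluorescence ratio 0.5 to 1.5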;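 note: 0% = enzyme with DMSO and 100% = no enzyme wells; some results filed as inactive read as strong as hits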
Target sequence (Q9P0U3 419-644 limits assumed): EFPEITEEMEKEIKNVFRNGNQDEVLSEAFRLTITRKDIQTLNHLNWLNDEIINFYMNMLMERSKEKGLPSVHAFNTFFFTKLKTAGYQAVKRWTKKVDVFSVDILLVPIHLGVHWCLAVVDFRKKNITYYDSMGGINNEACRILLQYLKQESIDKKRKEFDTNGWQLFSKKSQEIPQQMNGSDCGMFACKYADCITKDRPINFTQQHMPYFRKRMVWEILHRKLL
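Assay system: hSENP1 catalytic domain, recombinant. Amount: SENP1 enzyme, 20 pM final. Schedule: 50 min reaction, RT, dark. Technique: FRET, CFP and YFP emission. Control set: no-enzyme wells low, DMSO-plus-enzyme wells high control.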
ATG4B inh – inhibitors of human ATG4B cysteine protease | ATG4B cleavage of LC3-PLA2, NBD-HPC fluorescence, 1 h | inhibition, % at 8.33 µM | hit rate 0.51% among 340,000 | AID 504462; in the data active = inhibition above about 40%
Target sequence (Q9Y4P1 whole entry, looked up): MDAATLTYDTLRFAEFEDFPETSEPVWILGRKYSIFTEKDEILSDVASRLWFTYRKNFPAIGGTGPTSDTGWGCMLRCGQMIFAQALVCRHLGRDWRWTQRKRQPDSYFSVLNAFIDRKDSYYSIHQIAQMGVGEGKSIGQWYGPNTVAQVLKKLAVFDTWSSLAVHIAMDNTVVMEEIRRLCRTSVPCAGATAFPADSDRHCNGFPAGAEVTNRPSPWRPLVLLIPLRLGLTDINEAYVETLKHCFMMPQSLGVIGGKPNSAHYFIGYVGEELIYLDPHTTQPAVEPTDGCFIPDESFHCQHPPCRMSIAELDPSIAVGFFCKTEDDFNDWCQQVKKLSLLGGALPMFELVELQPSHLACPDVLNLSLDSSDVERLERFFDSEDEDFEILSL
PfGluPho inh – PfG6PD (Plasmodium falciparum) enzyme inhibition. PfGluPho enzyme, NADPH resazurin-diaphorase fluorescence. inhibition, % at 20 µM. hit rate 0.78% among 350,000. AID 504690;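 active = inhibition reaching at least a set limit at 20 µM in the primary screen, cut at about 59% in these data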;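 note: 0% = DMSO wells with substrate and 100% = DMSO wells lacking glucose-6-phosphate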
SENP6 block – SENP6 protease inhibition; inhibition, % at 10 µM; Q9GZR1; hit rate 1.8% among 330,000; Recombinant SENP6 catalytic domain, aminoluciferin luminescence;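 active = inhibition above about 50% at the single tested dose, limit read from the data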;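 note: plate controls were DMSO wells with enzyme for no effect and DMSO wells lacking enzyme for full effect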
SENP8 inh – blocks human SENP8 cleavage of Nedd8 substrate; Q96LD8; recombinant SENP8, Nedd8 substrate fluorescence; inhibition, % at 20 µM; hit rate 0.64% among 360,000; AID 602440; in the data active = inhibition mostly above about 40%, no sharp cut-off; inactive = mostly below about 27%
Target sequence (Q96LD8 whole entry, looked up): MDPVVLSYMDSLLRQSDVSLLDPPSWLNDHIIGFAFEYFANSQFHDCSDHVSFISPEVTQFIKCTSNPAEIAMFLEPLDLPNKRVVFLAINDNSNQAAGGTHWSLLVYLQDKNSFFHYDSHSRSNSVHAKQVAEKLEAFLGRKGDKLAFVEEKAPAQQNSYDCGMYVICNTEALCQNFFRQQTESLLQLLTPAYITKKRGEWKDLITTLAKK
NR3A LBD binder – NR3A (human) ligand-binding domain modulation. NR3A LBD differential scanning fluorimetry, Tm shift; 0% = protein alone, 100% = glycine-bound protein. Tm shift relative to glycine control, % at 25 µM. hit rate 2.5% among 340,000. AID 1259313;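 active = melting temperature shift of at least 10% of the positive control shift, at one fixed dose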
MPTP inh – blocks calcium-induced mitochondrial swelling; isolated mouse mitochondria, Ca2+ swelling absorbance, 30 min; inhibition, % at 10 µM; hit rate 1.4% among 360,000; AID 602449;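 active = inhibition of 50% or more, scaled per plate between neutral and stimulator controls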;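 note: 0% = DMSO wells given calcium and 100% = 1 mM EGTA wells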
* marks the source's active call; other numbers are inactive results; . = no result given; & = joins results of further samples.

SMILES	hIAP activ	SENP1 inh	ATG4B inh	PfGluPho inh	SENP6 block	SENP8 inh	NR3A LBD binder	MPTP inh
COc1ccccc1N1CCN(/N=C/c2cc([N+](=O)[O-])ccc2Cl)CC1	0.93	2	2	-7	0	8	0	-1.0
COc1ccccc1N1CCN(C(=O)[C@H](C)NS(=O)(=O)c2ccc3c(c2)OCCCO3)CC1	.	0	-59	4	.	5	0	-0.2
CCN(C(=O)CN1C(=O)NC2(CCCC2)C1=O)c1nc2c(C)cccc2s1	.	1	.	23	.	11	.	0.9
Cc1ccccc1C(=O)NCC(=O)OC(C)C(=O)Nc1ccnn1C(C)C (stereo not drawn)	1	-1	-7	0	-6	11	2	-1.9
O=C(C1=C(O)C(=O)N(Cc2ccco2)C1c1cccc(O)c1)c1ccco1 (stereo not drawn)	1	0	3	30	-4	-1	-2	-0.1
CCC(C(=O)Nc1ccccc1C(=O)N1CCCC1)N1C(=O)c2ccccc2C1=O (stereo not drawn)	1	0	9	1	-5	11	0	-0.4
CCCN1CCN(CCCNC(=O)CN2C(=O)c3cccnc3Oc3ccc(C)cc32)CC1	1.2	3	-4	6	6	13	-8	-1.5
O=C(NC1CCCc2ccccc21)C1CCN(C(=O)c2sccc2-n2cccc2)CC1 (stereo not drawn)	0.88	0	-18	-9	2	18	-5	-0.5
COc1ccc(OC)c(C(=O)CSc2nc3cccnc3n2C)c1	0.93	1	-6	21	-9	-16	0	0.2
CN(C)CCNC(=O)C1CCCNC1=O (stereo not drawn)	1.2	-1	-6	-11	-18	12	0	0.8
O=C(NC(C(=O)c1ccccc1)N1CCOCC1)c1cccs1 (stereo not drawn)	1.1	3	1	-9	-22	3	1	-0.1
COc1ccc(C(=O)NCC2CCCO2)cc1S(=O)(=O)N1CCCc2ccccc21 (stereo not drawn)	0.92	-1	-9	8	-6	15	-3	0.5
COc1cc(S(=O)(=O)N(Cc2cccnc2)Cc2ccco2)ccc1-n1cnnn1	1.1	-6	-1	18	16	13	2	0.2
O=C(N/N=C/c1cccc(C(F)(F)F)c1)C1CCN(c2ncc(C(F)(F)F)cc2Cl)CC1	0.97	4	3	-1	5	33	1	19
CC(=O)/C(C#N)=C1\NC(=O)C(Cc2ccc(C)c(Cl)c2)S1 (stereo not drawn)	0.94	-10	4	-14	-13	6	-9	18
COc1ccc(S(=O)(=O)NC2CC2)cc1-n1cnnn1	1.2	2	-4	-8	-17	5	-1	-0.7
O=C(NCc1ccccn1)c1ccc(NS(=O)(=O)c2cccc(Cl)c2)cc1	1.4	4	4	-27	0	6	-1	-0.6
CC1=CC(C)(C)Nc2ccccc21	0.97&1.2	-26&-18	-2&-6	40&24	6&3	-376	2&-3	1.3&5.7
COc1ccc(C2NC(=O)NC(C)=C2C(=O)OC2CCCCC2)cc1 (stereo not drawn)	.	4	.	2	.	5	.	-0.6
CCOc1ccccc1CN1CCC(Oc2cccc(C(=O)NCCOC)c2)CC1	1	-2	5	0	16	-5	1	0.5
CC(C)(C)NC(=O)Cn1c(=O)n(CC(=O)NC(C)(C)C)c2ccccc21	1	1	-1	1	16	11	2	0.1
COc1ccc(/C=C(\NC(=O)c2ccc(OC)cc2)C(=O)N2CCCCC2)cc1	0.95	0	4	-17	15	7	-1	1.6
COc1ccc(NC(=O)c2cc(C)nc3ccccc23)c(OC)c1	1.1	0	-15	6	-33	16	-1	-2.3
O=C1NC(=Nc2ccccc2)SC1(CO)CO	1.1	2	0	5	4	13	-1	-0.9
Cc1cc(C)c(S(=O)(=O)N2CCN(C(=O)c3ccc4c(c3)OCO4)CC2)c(C)c1	1	4	-9	8	2	5	1	-0.1
CS(=O)(=O)N(CC(=O)NCc1ccncc1)c1ccc(Cl)c(Cl)c1	1.1	2	-12	-4	-10	19	-8	0.0
O=C(CCn1c(=S)[nH]c2ccccc2c1=O)N1CCOCC1	1.1	3	-7	10	-12	5	0	-1.4
COc1ccc(CCNC(=O)CN(c2ccc(OC)c(OC)c2)S(C)(=O)=O)cc1	0.96	-16	-6	0	-2	0	-1	-0.6
O=c1[nH]ncn1-c1ccccc1	0.95	3	-2	11	0	15	1	0.0
N#Cc1ccc(C23OCCN2CCn2c3c3ccccc3[n+]2[O-])cc1 (stereo not drawn)	0.85	7	4	-6	-7	-41	0	-0.7
CC(CCC(=O)O)(c1ccc(O)cc1)c1ccc(O)cc1	0.97	1	5	-13	-15	0	0	-0.5
CCOC(=O)c1oc2ccccc2c1NC(=O)c1cc(OC)cc(OC)c1	1	1	-8	-6	-4	-140	-1	0.5
CCC(=O)Nc1sc2c(c1C(N)=O)CCN(C(C)=O)C2	0.94	-17	-14	15	14	-24	3	-0.9
COc1ccc(NC(=O)C[C@H]2C(=O)N(c3ccccc3)C[C@@H]2C)cc1	.	-1	.	-8	.	-5	.	0.3
COc1ccc(C)cc1NC(=O)C(=O)NNC(=O)c1ccco1	1.9	1	-4	-22	-7	7	1	-0.1
CC(=O)Nc1nnc(SCC(=O)c2ccc(F)cc2)s1	0.95	1	1	-20	-7	13	0	-1.0
CCOc1ccccc1NC(=O)CSc1ccc([N+](=O)[O-])cc1	0.94	1	-2	5	9	10	1	-0.1
Oc1cccc(C(O)CNCc2ccc(-c3ccccc3)cc2)c1 (stereo not drawn)	1.1	1	0	-4	-7	8	-2	92*
CC12CCC(C(=O)Nc3ccc(SC(F)F)cc3)(CC1=O)C2(C)C (stereo not drawn)	1.1	-1	2	15	-1	11	-1	4.0
Cc1c(NS(=O)(=O)c2cccc(C(=O)NCc3ccncc3)c2)c(=O)n(-c2ccccc2)n1C	1.2	4	0	-3	-16	16	0	-2.4
COc1ccc(N2CCN(C(=O)c3ccccc3NC(=O)c3ccccc3)CC2)cc1	1.3	2	6	0	-16	5	-1	0.7
CN(C(=O)CSc1nc(-c2cccs2)nc2ccccc12)C1CCS(=O)(=O)C1 (stereo not drawn)	1.2	-13	-3	8	0	-261	-1	-1.0
O=C(COC(=O)/C=C/c1cccc(F)c1)NC1CCCCC1	.	4	.	4	.	13	.	0.0
COc1ccc(-c2n[nH]c(=S)n2-c2ccc3c(c2)OCCO3)cc1OC	0.9	0	-8	41	-22	-32	-1	-0.1
Cc1ccc(S(=O)(=O)N2CCOCC2)cc1C(=O)OCC(=O)N1CCc2ccccc2C1	.	1	-2	-3	.	51*	1	-4.0
O=[N+]([O-])c1ccccc1/C=N\Nc1nccs1	0.9	1	-9	3	20	23	2	1.2
Cc1ccn2c(=O)nc(SCC(=O)NCc3ccc(F)cc3)nc2c1	1.2	-29	-3	-7	-12	-129	-1	-1.5
Cc1ccc(N=Nc2ccc(O)c(P(=O)(c3ccccc3)c3ccccc3)c2)cc1	0.94	1	-3	-45	-13	29	-3	23

Sorted by value in NR3A LBD binder (rising): some entries from above.
canonical_smiles	NR3A LBD binder
Cc1ccc(N=Nc2ccc(O)c(P(=O)(c3ccccc3)c3ccccc3)c2)cc1	-3
COc1ccc(N2CCN(C(=O)c3ccccc3NC(=O)c3ccccc3)CC2)cc1	-1
Cc1c(NS(=O)(=O)c2cccc(C(=O)NCc3ccncc3)c2)c(=O)n(-c2ccccc2)n1C	0
Cc1ccc(S(=O)(=O)N2CCOCC2)cc1C(=O)OCC(=O)N1CCc2ccccc2C1	1
O=[N+]([O-])c1ccccc1/C=N\Nc1nccs1	2

(continued)
SMILES	hIAP activ	SENP1 inh	ATG4B inh	PfGluPho inh	SENP6 block	SENP8 inh	NR3A LBD binder	MPTP inh
COc1ccc2oc(C(=O)NCc3ccccc3CN3CCCC3)c(C)c2c1	1.2	-5	6	-5	0	-242	-2	1.2
COc1ccc(NC(=O)Nc2c(C)n(C)n(-c3ccccc3)c2=O)c(OC)c1	0.96	3	3	-3	5	3	0	0.3
COc1ccc2c(c1)CCc1c-2nc2ccccc2c1N1CCOCC1	0.98	1	1	38	20	-86	0	-2.1
Cc1cc(C(=O)NNC(=O)c2ccc(Cl)cc2Cl)c(C)o1	1.1	0	1	3	3	12	-1	0.0
O=C(NCCN1CCOCC1)Nc1ccccc1	0.99	2	-2	-1	4	14	2	0.2
Cc1c(C(=O)N2CCCC2)sc(NC(=O)c2ccco2)c1C#N	1.1	-91	-4	-9	-4	-52	0	-0.5
Cc1ccc(-c2csc3ncnc(NCCN4CCOCC4)c23)cc1	0.98	2	-9	-20	-8	23	-2	-1.4
Cc1nc2ccc(NC(=O)C3CCCCC3)cc2s1	1.2	-2	5	3	3	14	-4	-1.2
COc1ccc2c(c1)c(CC(=O)Nc1ccc(C)cc1)c(C)n2C(=O)c1ccc(Cl)cc1	0.99	0	2	4	-3	18	1	-0.2
Cc1cccc(C2c3[nH]c4ccccc4c3CCN2C(=O)c2cn(C)c3ccccc3c2=O)n1 (stereo not drawn)	1.1	-18	-13	9	-5	-1	-3	0.7
CCc1cccc(C)c1NC(=S)N1CCCC1C(=O)O (stereo not drawn)	1.1	0	-4	-12	-8	13	-1	0.6
COc1ccc(C)cc1Nc1nc(C)nc2c1oc1ccccc12	0.91	2	7	-8	-14	-265	.	-0.1

Entries listed above marked active in MPTP inh:
mol | hIAP activ | SENP1 inh | ATG4B inh | PfGluPho inh | SENP6 block | NR3A LBD binder | MPTP inh
Oc1cccc(C(O)CNCc2ccc(-c3ccccc3)cc2)c1 (stereo not drawn) | 1.1 | 1 | 0 | -4 | -7 | -2 | 92*

Other results:
SMILES	hIAP activ	SENP1 inh	ATG4B inh	PfGluPho inh	SENP6 block	SENP8 inh	NR3A LBD binder	MPTP inh
CCOC(=O)c1ccccc1NC(=O)c1cn(CC)c2nc(C)ccc2c1=O	0.91	1	3	40	-13	22	1	0.0
Nc1cc2c(cc1[N+](=O)[O-])OCCO2	1	3	2	15	6	18	-3	0.4
COc1ccc(NS(=O)(=O)c2cccc(C(=O)NCc3cccnc3)c2)cc1	1	-3	4	8	1	14	-2	0.1
Cc1cc(C)n(CC(O)CN2c3ccccc3Sc3ccccc32)n1 (stereo not drawn)	1.1	3	-14	-2	-14	-1	-2	-0.1
COc1ccccc1C(=O)Nc1ccc(S(=O)(=O)Nc2cc(C)on2)cc1	1.1	2	-4	-12	9	3	1	-4.2
CCc1ccc(C(=O)/C=C2\Sc3ccccc3NC2=O)cc1	1	3	56*	-26	70*	15	-16	0.6
COc1cc(C(=O)NCCC(=O)NC2CCCCC2)cc(OC)c1OC	1.1	0	0	2	-19	6	-2	-1.0
CCc1cc2c(Sc3nc4ccccc4s3)ncnc2s1	0.82	-1	-8	-2	12	4	2	0.6
CCOc1ccc(NC(=O)c2ccc(Br)o2)c([N+](=O)[O-])c1	1.2	32*	-8	-9	-9	39	-1	1.9
COc1ccc(CCNC(=O)c2cc(-c3ccc4c(c3)OCO4)on2)cc1OC	1	1	-3	7	-3	-10	0	2.0
CC(C)c1nnc(N2C(=O)c3oc4ccccc4c(=O)c3C2c2ccco2)s1 (stereo not drawn)	1	-1	1	-17	-1	-2	1	-1.5
CN1CCC(Oc2ccc(Sc3ccccc3)cc2)CC1	1.1	4	2	2	-2	3	-4	1.6
O=C(NCCC1CCCCN1S(=O)(=O)c1ccc(F)cc1)C(=O)NCc1ccccn1 (stereo not drawn)	0.99	1	-2	7	-6	8	0	-1.2
Cc1ccc(NC(=O)CN(C)C(=O)c2ccc(OCc3c(C)noc3C)cc2)cc1	0.96	-3	2	3	-19	2	0	0.4
CS(=O)(=O)N1CCN(c2ccc(C(=O)NC34CC5CC(CC(C5)C3)C4)cc2[N+](=O)[O-])CC1	1.1	0	-9	27	-13	21	-4	4.2
O=C(CSc1ncccn1)N/N=C/c1cccc(OC2CSC2)c1	1	-2	1	14	-6	8	0	-0.2
O=c1c2ccccc2nc(-c2ccco2)n1CCCn1ccnc1	1.1	1	4	1	4	8	-1	-1.1
CCOC(=O)c1sc(NC(=O)CNCc2cccnc2)c(C(=O)OCC)c1C	1.3	-3	1	1	3	10	-3	0.6

Source: PubChem BioAssay
